Assay outcomes from PubChem.
FBW7 act: FBW7 E3 ligase activators, primary screen, biochemical, AlphaScreen, human; F-box/WD repeat-containing protein 7 (Homo sapiens), Q969H0; AlphaScreen FBW7–phospho-cyclin E peptide binding, activator screen; normalized activity (activation), % at 26.1 µM; actives 0.13% (n = 650,000); in the data active means normalized activity above about 1.9%;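 further: purified mutant Fbw7 with reduced substrate affinity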
GPR151 activ: activators of human GPR151, primary screen, cell-based, PathHunter beta-arrestin, luminescence; actives 1% (n = 650,000); G-protein coupled receptor 151 (Homo sapiens), Q8TDV0; activation, % at 11.2 µM; AID 1508602, 2020; PathHunter beta-arrestin GPR151 cells; in the data active means activation above about 4.9%;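 further: 0% = median of compound wells and 100% = cells with positive control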
Target sequence (Q8TDV0 whole entry, looked up): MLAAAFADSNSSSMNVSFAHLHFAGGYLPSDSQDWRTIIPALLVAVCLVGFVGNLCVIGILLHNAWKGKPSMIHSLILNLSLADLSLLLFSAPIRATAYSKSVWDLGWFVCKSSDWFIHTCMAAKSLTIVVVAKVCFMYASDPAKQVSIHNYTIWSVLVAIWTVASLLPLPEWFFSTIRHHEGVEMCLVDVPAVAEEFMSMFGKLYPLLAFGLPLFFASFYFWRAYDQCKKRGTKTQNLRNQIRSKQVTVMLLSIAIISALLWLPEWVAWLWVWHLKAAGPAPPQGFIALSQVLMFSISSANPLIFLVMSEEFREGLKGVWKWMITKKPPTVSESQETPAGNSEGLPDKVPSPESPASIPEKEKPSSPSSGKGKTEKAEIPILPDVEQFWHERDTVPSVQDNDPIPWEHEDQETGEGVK
TEAD-YAP block: TEAD-YAP interaction inhibition, primary screen, TEAD-YAP interaction inhibitor project, luminescence, HEK-TIYL cells; TEAD-Gal4/YAP UAS-luciferase luminescence; inhibition, % at 9.12 µM; actives 1.4% (n = 640,000); AID 1259422, 2018; in the data active means inhibition above about 32%;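 further: 0% = median of test compound wells and 100% = reference inhibitor wells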
MITF inh: MITF inhibitors, primary screen, biochemical, AlphaScreen, human | AlphaScreen MITF homodimerization, bead proximity signal | inhibition, % at 2.6 µM | actives 0.91% (n = 650,000) | AID 1259374, 2018; in the data active means inhibition above about 50%;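 further: 0% = vehicle wells with protein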
Target sequence (O75030 whole entry, looked up): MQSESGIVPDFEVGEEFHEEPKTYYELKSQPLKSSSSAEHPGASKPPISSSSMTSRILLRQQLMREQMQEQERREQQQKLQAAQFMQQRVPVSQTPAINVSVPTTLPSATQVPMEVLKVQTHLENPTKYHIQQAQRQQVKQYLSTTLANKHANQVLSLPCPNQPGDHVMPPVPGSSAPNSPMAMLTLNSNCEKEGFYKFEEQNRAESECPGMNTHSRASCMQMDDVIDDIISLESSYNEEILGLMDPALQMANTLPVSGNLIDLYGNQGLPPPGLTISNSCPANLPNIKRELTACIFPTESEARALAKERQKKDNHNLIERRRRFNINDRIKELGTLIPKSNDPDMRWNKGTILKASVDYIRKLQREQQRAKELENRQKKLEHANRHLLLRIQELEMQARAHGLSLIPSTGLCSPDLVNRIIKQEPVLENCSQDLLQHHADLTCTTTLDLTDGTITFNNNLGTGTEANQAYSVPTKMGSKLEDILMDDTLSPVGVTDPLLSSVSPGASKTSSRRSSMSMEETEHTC
The depositor's hits bear a star; . = not tested or not shown.

SMILES	FBW7 act	GPR151 activ	TEAD-YAP block	MITF inh
O=C(CCCn1nc(-c2ccccc2)c2cc(Cl)ccc21)NCCN1CCOCC1	-0.3	-0.4	6	9
O=C(NCc1ccccc1F)c1cc2cc([N+](=O)[O-])ccc2oc1=O	0.7	0.7	10	16
COc1ccc(/C(N)=N/OC(=O)CSc2ccccc2)cc1OC	-0.3	-1.8	-50	-9
O=S1(=O)NC(c2cccc(F)c2)Nc2ccccc21 (centres undefined)	0.1	1.2	0	-7
O=C1OC2(CCCCC2)OC(=O)C1(CCc1ccncc1)CCc1ccncc1	-0.2	0.1	10	11
Cc1ccc(S(=O)(=O)c2cnc3ccccc3c2N2CCOCC2)cc1C	0.1	-0.1	-21	3
CSc1ccccc1C(=O)Nc1nnc(-c2cccs2)o1	-0.6	0.0	7	10
CCC(=O)OCCNc1ccc2noc3c2c1C(=O)c1ccccc1-3	0.0	-2.4	10	11
NC(=O)c1c(NC(=O)c2ccc([N+](=O)[O-])cc2)sc2c1CCCC2	-0.2	0.5	-48	9
O=C(c1ccc2c(=O)n(-c3cc(C(F)(F)F)ccc3Cl)c(=S)[nH]c2c1)N1CCOCC1	0.1	-1.2	-12	4
O=C(Cc1ccccc1)NCC(=O)OCC(=O)c1cccc([N+](=O)[O-])c1	0.1	0.1	-7	-20
N#Cc1ccc(-c2csc(NC(=O)c3ccc(Br)s3)n2)cc1	0.0	0.0	0	9
CCOCCCNC(=O)/C(C#N)=C/c1cc(OC)c(O)c([N+](=O)[O-])c1	0.1	-1.3	48*	20
ClCc1cccc(Nc2nc3nonc3nc2Nc2cccc(CCl)c2)c1	0.6	0.1	0	6
O=c1[nH]c(CN2CCCCC2)nc2sc3c(c12)CCC3	0.5	-1.2	3	-1
COc1ccc(C)cc1NC(=O)C(=O)NNC(=O)c1ccc(C(C)(C)C)cc1	0.0	-0.4	-1	-5
COc1cccc(CNC(=O)CCC2CCCN(S(=O)(=O)c3ccc(F)cc3)C2)c1 (centres undefined)	0.3	-1.7	7	5
Cc1ccc(-c2cc(C(=O)OCC(=O)c3ccc(Br)cc3)c3cc(C)ccc3n2)cc1	0.2	-0.9	-3	7
CCCOC(=O)C1=C(C)Nc2nnnn2C1c1cc(Br)ccc1OCCC (centres undefined)	0.2	0.4	-1	-4
N#Cc1c(-c2ccccc2)cc(-c2ccccc2)nc1SCc1ccc(Cl)c(Cl)c1	-0.1	-0.3	-8	5
Cc1ccc(CNC(=O)c2c(-c3ccccc3Cl)noc2C)cc1	-0.1	-0.6	-4	-2
Cc1noc(C)c1-c1nc(NC2CC2)c2ncn(C3CCCCC3)c2n1	-0.2	-2.2	-51	-1
COc1cccc(/C=C2\N=C(c3ccccc3C)OC2=O)c1OC	0.0	-1.3	2	-4
CCOc1ccccc1C1NC(=O)NC(C)=C1C(=O)OC1CCCCC1 (centres undefined)	-0.1	-1.0	-12	4
C=CCn1c(SCC(=O)Nc2nc(C)cs2)nnc1-c1ccccc1C	-0.1	1.4	11	-4
SMILES	FBW7 act	GPR151 activ	TEAD-YAP block	MITF inh
Cc1ncc(CN2CCC(C(=O)Nc3ccc(-c4nc5ccccc5o4)cc3)CC2)s1	0.0	2.4	-35	-11
c1ccc(CNc2ncnc3nc(NCCN4CCOCC4)[nH]c23)cc1	0.1	-0.8	2	3
Cc1cccc(NC(=O)Cn2c3ccccc3c(=O)c3ccc(Cl)cc32)c1	0.2	0.0	5	3
CC(=O)C1CC(CC#N)C1(C)C (centres undefined)	0.1	0.7	2	11
COc1ccc(O[C@@H]2[C@H](O)CO[C@H]2/C=C/C#Cc2ccccc2)cc1	0.0	2.3	.	7
CCn1c2cc(C)sc2c2cnn(CCN3CCCC3)c(=O)c21	-0.2	0.5	6	1
CN1C2CCC1CC(NC(=O)c1nn(C)c3ccccc13)C2 (centres undefined)	0.0	2.2	9	9
Cc1cc2cc(CNS(=O)(=O)c3ccccc3)ccc2[nH]1	0.0	0.1	-13	6
O=C(c1cccc(S(=O)(=O)N2CCOCC2)c1)n1nnc2ccccc21	0.2	1.9	-5	-10
COC(=O)c1c(NC(=O)COc2ccccc2[N+](=O)[O-])sc2c1CCCC2	0.1	1.0	1	13
COc1cc(NC(=O)c2cc([N+](=O)[O-])ccc2Cl)c(OC)cc1Cl	0.5	0.0	10	23
Cc1ccccc1Cn1c(-c2ccccc2F)nc2ccccc2c1=O	0.0	2.0	-7	5
COC(=O)C1CCN(S(=O)(=O)c2c(C)n(C)c(=O)n(C)c2=O)CC1	-0.1	-0.3	-12	14
COc1cc(NC(=O)CN(CCC(C)C)S(=O)(=O)c2ccccc2F)cc(OC)c1	0.1	0.5	3	-8
COc1ccc([N+](=O)[O-])cc1CSc1nnc(-c2ccc(N)cc2)n1C	0.0	-1.3	0	5
CC1=C(C(=O)OC2CCCC(C)C2)C(c2ccc(O)c([N+](=O)[O-])c2)NC(=O)N1 (centres undefined)	0.1	1.2	6	15
CCOc1ccccc1/C=N/Nc1nc2ccccc2o1	0.0	1.1	-49	2
CCOc1ccc(NC(=O)c2c(NCc3cc(OC)ccc3OC)sc3c2CCC3)cc1	0.0	0.5	9	0
CCCS(=O)(=O)N1CCN(C(=O)c2cccc(OC)c2OC)CC1	0.1	0.3	5	-9
COCCOC(=O)c1c(C)oc2ccc(OC(=O)c3ccc([N+](=O)[O-])o3)cc12	0.0	0.0	1	12
O=C(Nc1ccccc1[N+](=O)[O-])c1ccccc1CCc1ccccc1	-0.1	1.2	-3	12
COCCNC(=O)/C(C#N)=C/C=C/c1ccccc1	0.0	6.0*	-14	6
O=C(CN1C(=O)CCC1=O)Nc1ccc(Cl)cc1	0.2	-0.2	12	3
CCOC(=O)c1sc(N)c(C#N)c1CSc1nnc(-c2ccc(OC)c(OC)c2)o1	-0.2	-0.7	44*	-2
Cc1cccc(NC(=O)c2cc(S(=O)(=O)N3CCc4ccccc4C3)ccc2F)c1C	0.1	-0.1	-2	-9
SMILES	FBW7 act	GPR151 activ	TEAD-YAP block	MITF inh
CCn1c2ccccc2n2c(=O)n(CC(=O)N3CCCCC3C)nc12 (centres undefined)	0.1	1.7	5	3
Cc1cccc(-n2c(C)cc(C(=O)OCc3c(C)noc3C)c2C)c1	-0.1	-1.4	41*	8
Cc1[nH]c(=O)[nH]c1C(=O)CCCCC(=O)OCC(=O)Nc1ccccn1	-0.7	0.0	-3	116*
O=C(CSc1nc2c(sc(=S)n2CC2CCCO2)c(=O)n1-c1ccc(F)cc1)NCc1ccccc1 (centres undefined)	0.1	0.3	-7	-1
Cc1ncc(CO)c2cc(C(=O)Nc3ccccc3Cl)c(=N)oc12	0.2	1.0	-17	7
Cn1cnnc1Sc1cc(N2CCN(S(C)(=O)=O)CC2)ccc1[N+](=O)[O-]	0.1	-0.5	-16	14
O=C(Cc1ccccc1)CC1(O)C(=O)Nc2ccccc21 (centres undefined)	-0.3	-1.2	-8	-8
CCOC(=O)c1c(CN2CCOCC2)oc2ccc(OC)cc12	0.1	-0.4	5	4
COc1ccc2occ(CCC(=O)O)c2c1	0.2	-0.9	2	8
CCSc1ncc(Cl)c(C(=O)NCCc2ccc(OC)c(OC)c2)n1	-0.1	3.0	2	7
O=C(c1cccc(Cl)c1)N1CCN(c2cccc(Cl)c2)CC1	0.0	-0.8	10	4
O=c1oc2cc(O)ccc2cc1S(=O)(=O)c1ccccc1	0.0	-0.4	-6	-6
O=C(CNc1cccc2ccccc12)N/N=C/c1cc(O)ccc1[N+](=O)[O-]	0.0	0.3	2	20
Cc1cc(Nc2ccccc2)n(-c2ccccc2C(=O)O)n1	0.0	-1.2	5	6
Cc1cnc(-c2ccc(C(=O)NC3CC3)cc2)nc1N	0.2	0.9	-1	3
Cc1cccnc1NCn1c(=O)oc2cc([N+](=O)[O-])ccc21	0.5	-0.6	10	14
Cc1noc(C)c1S(=O)(=O)N1CCc2nc(COc3ccccc3)c3c(c2C1)CO[C@@H](C)C3	1.3	0.8	.	-5
CC(=O)Nc1ccc(S(=O)(=O)N2CCCC2)cc1	0.1	-1.0	-5	22
Cc1ccc(C(=O)NCCNS(=O)(=O)c2ccccc2[N+](=O)[O-])cc1	-0.1	-0.7	4	5
COc1ccc(-n2cc(-c3ccccc3)c3c(NCc4cccnc4)ncnc32)cc1	-0.2	-0.3	-11	0
O=C(Cn1nnc2ccccc21)NCCN1CCCC1	-0.1	-2.2	-9	12
Cc1ccc(OCc2ccc(C(=O)NCc3ccccc3)cc2)cc1	0.0	-0.8	-7	-4
O=C(Nc1ccccc1Br)c1cc(-c2ccccc2Cl)nc2ccccc12	0.1	-0.7	20	23
O=C1C(Cl)=C(N2CCCCC2)C(=O)C(Cl)=C1/C=C/N1CCCCC1	-0.5	1.0	4	86*
COc1ccc(NC(=O)COC(=O)c2ccc(N3CCCC3=O)cc2)cc1OC	-0.1	1.0	7	7
SMILES	FBW7 act	GPR151 activ	TEAD-YAP block	MITF inh
CN(Cc1ccccc1)C(=O)C1CCN(c2nnc(N3CCCC3=O)s2)CC1	-0.2	3.6	-13	4
COc1ccc(/C=C2\N=C(c3ccc(F)cc3)OC2=O)cc1OC	-0.2	2.4	3	3
CN(CCO)C1CCc2c(sc3ncn(CCc4ccccc4)c(=O)c23)C1 (centres undefined)	0.2	-0.9	12	9
NC(=O)c1ccccc1NC(=O)c1cnn2ccccc12	0.0	-1.8	-18	11
c1cn(-c2ccc(Nc3nc(NC4CC4)c4ncn(C5CCCCC5)c4n3)cc2)cn1	-0.2	3.4	19	4
Cc1cc(C)nc(NC(=O)CC(c2ccccc2)c2ccccc2)n1	-0.1	-0.7	4	0

Already shown: 24 of the compounds above.
SMILES	FBW7 act	GPR151 activ	TEAD-YAP block	MITF inh
Cc1ncc(CO)c2cc(C(=O)Nc3ccccc3Cl)c(=N)oc12	0.2	1.0	-17	7
Cn1cnnc1Sc1cc(N2CCN(S(C)(=O)=O)CC2)ccc1[N+](=O)[O-]	0.1	-0.5	-16	14
O=C(Cc1ccccc1)CC1(O)C(=O)Nc2ccccc21 (centres undefined)	-0.3	-1.2	-8	-8
CCOC(=O)c1c(CN2CCOCC2)oc2ccc(OC)cc12	0.1	-0.4	5	4
COc1ccc2occ(CCC(=O)O)c2c1	0.2	-0.9	2	8
CCSc1ncc(Cl)c(C(=O)NCCc2ccc(OC)c(OC)c2)n1	-0.1	3.0	2	7
O=C(c1cccc(Cl)c1)N1CCN(c2cccc(Cl)c2)CC1	0.0	-0.8	10	4
O=c1oc2cc(O)ccc2cc1S(=O)(=O)c1ccccc1	0.0	-0.4	-6	-6
O=C(CNc1cccc2ccccc12)N/N=C/c1cc(O)ccc1[N+](=O)[O-]	0.0	0.3	2	20
Cc1cc(Nc2ccccc2)n(-c2ccccc2C(=O)O)n1	0.0	-1.2	5	6
Cc1cnc(-c2ccc(C(=O)NC3CC3)cc2)nc1N	0.2	0.9	-1	3
Cc1cccnc1NCn1c(=O)oc2cc([N+](=O)[O-])ccc21	0.5	-0.6	10	14
Cc1noc(C)c1S(=O)(=O)N1CCc2nc(COc3ccccc3)c3c(c2C1)CO[C@@H](C)C3	1.3	0.8	.	-5
CC(=O)Nc1ccc(S(=O)(=O)N2CCCC2)cc1	0.1	-1.0	-5	22
Cc1ccc(C(=O)NCCNS(=O)(=O)c2ccccc2[N+](=O)[O-])cc1	-0.1	-0.7	4	5
COc1ccc(-n2cc(-c3ccccc3)c3c(NCc4cccnc4)ncnc32)cc1	-0.2	-0.3	-11	0
O=C(Cn1nnc2ccccc21)NCCN1CCCC1	-0.1	-2.2	-9	12
Cc1ccc(OCc2ccc(C(=O)NCc3ccccc3)cc2)cc1	0.0	-0.8	-7	-4
O=C(Nc1ccccc1Br)c1cc(-c2ccccc2Cl)nc2ccccc12	0.1	-0.7	20	23
O=C1C(Cl)=C(N2CCCCC2)C(=O)C(Cl)=C1/C=C/N1CCCCC1	-0.5	1.0	4	86*
COc1ccc(NC(=O)COC(=O)c2ccc(N3CCCC3=O)cc2)cc1OC	-0.1	1.0	7	7
CN(Cc1ccccc1)C(=O)C1CCN(c2nnc(N3CCCC3=O)s2)CC1	-0.2	3.6	-13	4
COc1ccc(/C=C2\N=C(c3ccc(F)cc3)OC2=O)cc1OC	-0.2	2.4	3	3
CN(CCO)C1CCc2c(sc3ncn(CCc4ccccc4)c(=O)c23)C1 (centres undefined)	0.2	-0.9	12	9

An excerpt from above in order of formula weight, descending.
SMILES	FBW7 act	GPR151 activ	TEAD-YAP block	MITF inh
c1cn(-c2ccc(Nc3nc(NC4CC4)c4ncn(C5CCCCC5)c4n3)cc2)cn1	-0.2	3.4	19	4
COc1ccc(/C=C2\N=C(c3ccc(F)cc3)OC2=O)cc1OC	-0.2	2.4	3	3
NC(=O)c1ccccc1NC(=O)c1cnn2ccccc12	0.0	-1.8	-18	11
